# H9c2 TAG inh: triacylglycerol accumulation inhibition; H9c2 cells, Nile Red lipid (TAG) fluorescence; cells loaded with 200 µM oleic acid; inhibition, % at 12.5 µM; 0.66% of 230,000 active; AID 651582;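 active means pattern-corrected inhibition of lipid staining of at least 50% with the nuclear-stain viability signal not falling by more than 50%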;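 further: 0% = DMSO wells and 100% = triacsin C control wells; some results filed as inactive read as strong as hits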
# H9c2 TAG inh DAPI viability: also measured in H9c2 TAG inh; calls as there; DAPI nuclei signal change (viability), lower = more cytotoxic, %;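 whole-well DAPI fluorescence read on a plate reader as a viability signal; minus 50 percent equals half of cells still viable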
# An asterisk follows results filed as active. Not all compounds are listed. The share of hits here may be higher or lower than overall.
# The line under a structure holds: H9c2 TAG inh, H9c2 TAG inh DAPI viability
> CCOc1ccc(C2=Nn3c(nnc3-c3ccccn3)SC2)cc1
  -8.1, -8.0
> O=C(NCCN1CCCCC1)c1cccc2c1C(=O)c1ccc(N3CCCC3)cc1S2(=O)=O
  -14.3, -1.2
> O=c1nc(/C=C/c2ccc(O)c(O)c2)oc2ccccc12
  -0.6, 3.2
> CC(C)COP(=O)(OCC(C)C)C(Nc1ccccc1)c1ccc2c(c1)OCO2 (centres undefined)
  -1.9, 1.2
> Cc1cc(C(=O)OCC(=O)c2ccc(Cl)c([N+](=O)[O-])c2)c2cccc(C)c2n1
  6.6, -4.1
> CC(=O)c1ccc2c3c(cccc13)C(=O)N(c1c(C)nn(C)c1C)C2=O
  -11.9, 0.7
> CNC(=S)N(Cc1ccccc1)Cc1cccnc1
  5.6, 6.2
> O=C(O)Cn1cc(/C=C/[N+](=O)[O-])c2ccccc21
  4.5, -0.2
> O=C(N/N=C/c1ccc2cccnc2c1)c1ccco1
  4.9, -1.2
> O=[N+]([O-])c1ccc(S(=O)(=O)NN=CCCc2ccccc2)cc1
  6.0, -2.6
> O=C(Nc1ccc(-c2cn3ccccc3n2)cc1)c1cccs1
  7.7, 2.4
> CC(=O)Nc1ccc(S(=O)(=O)NCCSCc2cccc(Cl)c2)cc1
  -12.1, 2.2
> COc1ccc(N2CCN(C(=O)c3cc([N+](=O)[O-])ccc3N3CCN(CCO)CC3)CC2)cc1
  -3.9, -11.4
> CCOC(=O)c1c(C)[nH]c(C(=O)COC(=O)c2ccc(O)cc2O)c1C
  -39.5, 7.6
> Cc1cc(C)nc(NC2=NCC(=O)N2CCc2c[nH]c3ccccc23)n1
  -6.1, 3.7
> Cc1ccc(NC(=O)c2ccccc2Cl)cc1-n1cnnn1
  3.2, -1.8
> Oc1ccccc1C=NN=Cc1ccccc1Cl
  -5.4, -4.7
> O=C(Nc1ccc(F)cc1)Nc1ccc(N2CCOCC2)c2nonc12
  18.7, -13.4
> CC(=O)N1CCN(S(=O)(=O)c2ccc(F)c(Cl)c2)CC1
  -5.4, 11.2
> C1CCN(CCC2CCCCN2)CC1 (centres undefined)
  8.6, 6.3

# Entries of single compounds as entered above. Order of screens: H9c2 TAG inh, H9c2 TAG inh DAPI viability
# Entry for COc1ccc(N2CCN(C(=O)c3cc([N+](=O)[O-])ccc3N3CCN(CCO)CC3)CC2)cc1 = -3.9, -11.4
# Entry for O=C(Nc1ccc(F)cc1)Nc1ccc(N2CCOCC2)c2nonc12 = 18.7, -13.4

# Next structures follow.
# The line under a structure holds: H9c2 TAG inh, H9c2 TAG inh DAPI viability
> COc1cccc(NC(=O)c2cc(-c3ccc(C)o3)nc3ccccc23)c1
  5.5, 7.7
> CCOC(=O)[C@H]1[C@H]2COc3ccc(Cl)cc3[C@@H]2N2C(=O)CN(Cc3ccc(OC)cc3)C(=O)[C@@]12C
  27.4, -15.8
> COc1cc(O)c(C(CCN2CCN(c3ccccc3)CC2)c2cc(OC)c(OC)c(OC)c2)c(OC)c1 (centres undefined)
  11.2, 1.5
> C/C(=N\NC(=O)c1ccc(Cl)cc1)c1cccc(NC(=O)C(C)C)c1
  12.9, -5.5
> Cc1ccc(C(=O)N2CCC(Cc3ccccc3)CC2)cc1S(=O)(=O)N1CCOCC1
  -3.1, -2.8
> O=C(N/N=C\c1ccc(Oc2ccccc2)cc1)c1csnn1
  22.3, -10.7
> CCOc1ccc(C(=O)NC2CCN(C(=O)Nc3ccccc3OC)CC2)cc1
  -7.7, -6.0
> COc1cccc(C(=O)OC(C)C(=O)Nc2ccc3c(c2)OCO3)c1 (centres undefined)
  5.8, 2.8
> Cc1cccc(-n2cc(-c3ccccc3)c3c(N4CCOCC4)ncnc32)c1
  -0.8, 9.2
> O=C(NCCN1CCOCC1)C(=O)NCC1OCCN1S(=O)(=O)c1ccc(Cl)cc1 (centres undefined)
  -0.8, 1.0
> COc1cc(OC)cc(C(=O)NCC(=O)OCC(=O)Nc2ccc3c(c2)OCO3)c1
  -6.8, 0.7
> O=C(O)c1cn(C2CC2)c2cc(N3CCN(S(=O)(=O)c4ccc5c(c4)OCCO5)CC3)c(F)cc2c1=O
  -0.7, 35.4
> CCOC(=O)c1nnc(-c2ccccc2)nc1NC
  25.4, -14.3
> O=C(NC(=S)Nc1cccc2c(O)cccc12)c1ccco1
  -31.4, 2.0
> CSC1=NC2(CCCCC2)CC12C=CC(=O)C=C2
  1.9, 0.8
> COc1ccc(CCNC(=O)CCS(=O)(=O)c2ccc3c(c2)CCN3C(C)=O)cc1OC
  -25.6, 3.3
> O=C1NC[C@H](Cc2ccccc2)N(C[C@H]2CCCN2C[C@H](Cc2ccccc2)N2C[C@H](Cc3ccccc3)N(CC3CCCCC3)C(=O)C2=O)C1=O
  10.8, -0.6
> CC(=O)Nc1ccc(NC(=O)CSc2nnc(NC(=O)C3CC(=O)N(c4ccc(F)cc4)C3)s2)cc1 (centres undefined)
  0.4, 1.6
> C(=C/c1nccc2c1[nH]c1ccccc12)/c1ccc2c(c1)OCO2
  24.2, 76.6
> COc1ccc(CCC(=O)Nc2nc3c(s2)CN(C)CC3)cc1OC
  -1.8, 6.9
> CC(C)CCN1C(Nc2ccccc2)=NC[C@@H]1Cc1ccccc1
  -9.1, 11.8
> O=S(=O)(NCC(c1ccc2c(c1)OCO2)N1CCOCC1)c1ccccc1 (centres undefined)
  6.1, 6.9
> O=c1[nH]c2ccc(Cl)cc2c(O)c1Cc1ccccc1
  -7.6, -7.9
> COc1cc(CC(=O)NCc2ccc3c(c2)OCO3)cc(OC)c1OC
  -13.7, 1.7
> Cc1ccc(NC2CCCN(C(=O)CCn3nccc3C)C2)cc1C (centres undefined)
  2.2, -2.6
> CCc1cc(C=NC2CCCCC2)c(O)s1
  -0.8, -0.2
> CC(C)CCN1CCN(Cc2ccoc2)CC1CCO (centres undefined)
  7.5, -2.4
> CSc1ccccc1C(=O)N1CCCC(CCC(=O)NCc2ccc(F)c(F)c2)C1 (centres undefined)
  -15.7, -6.9
> C=C(C)C(=O)N1CC2(CC(c3cccc(NC(=O)/C=C\C=C/C)c3)=NO2)C[C@H]1C(N)=O (some centres undefined)
  -10.2, 3.1
> Cc1nc(C)c(NC(=O)N2CCc3ccccc32)cc1NC(=O)N1CCc2ccccc21
  19.8, -11.5
> O=C(COc1ccccc1[N+](=O)[O-])N1CCN(c2ccccn2)CC1
  4.4, -2.0
> COC(OC)c1nc(SCC(=O)Nc2cccc(Cl)c2)ncc1C(=O)O
  2.8, 7.9
> Cc1ccc(NC(=O)C2Oc3ccccc3OC2C)cc1 (centres undefined)
  3.4, -0.7
> Cc1ccc(CC(=O)Nc2ccc(F)c([N+](=O)[O-])c2)cc1C
  -3.4, -9.7
> CCOc1ncccc1C(=O)Nc1cc(S(=O)(=O)N2CCCCC2)ccc1Cl
  7.9, 4.9
> CCOC(=O)N1CCN(C(=O)c2ccc(N(C)S(=O)(=O)c3ccc(C)cc3)cc2)CC1
  -1.5, -5.3
> COC(=O)C1C(O)=C(C(C)=N)C(=O)CC1(C)C (centres undefined)
  6.9, 2.0
> O=C(Nc1nc(-c2ccc(S(=O)(=O)N3CCOCC3)cc2)cs1)c1ccccc1
  2.1, 6.1
> O=C(Cc1ccc(Cl)cc1)N1CCN(C(=O)c2ccco2)CC1
  -11.5, 4.5
> COc1cccc(CC(=O)NCCCSc2ccccc2)c1
  -1.7, -5.5
> CC(C)(C)C(=O)COc1ccccc1[N+](=O)[O-]
  -0.5, 8.3
> Cc1ccc(C2C(C(=O)c3ccco3)=C(O)C(=O)N2c2nnc(C)s2)cc1 (centres undefined)
  -7.0, 7.3
> Cc1ccc(CCN2C(Nc3ccccc3)=NC[C@@H]2C)cc1
  -3.0, -0.5
> COc1ccccc1OCCn1c(SCC(=O)O)nc2ccccc21
  1.3, 4.2
> COc1cc(NC(=O)CCCOc2ccc(Cl)cc2Cl)c(C(=O)O)cc1OC
  -8.4, 16.2
> CCOc1ccc(NC(=O)C2CC(=O)N(CCc3ccc(OC)c(OC)c3)C2)cc1OCC (centres undefined)
  -6.8, -0.8
> COc1ccccc1OCCn1c(=O)sc2ccccc21
  -8.2, 17.9
> Cc1cc(Cl)ccc1C1=CC(=O)C[C@H](c2ccc(F)cc2)C1
  -10.4, 7.9
> O=C(O)C1C2C=CC(O2)C1C(=O)NCCC1=CCCCC1 (centres undefined)
  -15.4, 7.6
> CCOC(=O)C1(Cc2cccc(OC)c2)CCCN(C(=O)CSC)C1 (centres undefined)
  -9.7, 4.6
> CSCCC(Nc1nc2ccccc2s1)C(=O)O (centres undefined)
  -1.9, 9.5
> COc1cccc2sc(N3CCN(c4nc5ccccc5s4)CC3)nc12
  28.4, -8.0
> Cc1ccccc1Nc1c(N)c(=O)oc2ccccc12
  1.4, -0.4
> Cc1ccc(O)c(C(=O)c2cnc3c(c2)CN(CCC(C)C)C(=O)N3)c1
  36.7, -19.7
> O=C(Nc1nnc(-c2cc(Cl)ccc2Cl)o1)C1=COCCO1
  10.6, 2.4
> CCCCC(=O)NC(c1cccc([N+](=O)[O-])c1)c1ccc2cccnc2c1O (centres undefined)
  76.2*, -47.2*
> COc1ccc(/C=N/c2c(-c3ccco3)nc3ccccn23)cc1OC
  -14.8, 5.3
> O=C(COC(=O)Cc1ccccc1F)NC(=O)NC1CCCC1
  13.0, 0.5
> O=C(COC(=O)c1cnccn1)c1cccc([N+](=O)[O-])c1
  -3.3, 7.1
> Cc1sc2ncnc(N3CCC(C(=O)Nc4nc(-c5cccs5)cs4)CC3)c2c1C
  35.9, -11.1

# Ordered by number of heavy atoms (high to low): some entries from above.
# The line under a structure holds: H9c2 TAG inh, H9c2 TAG inh DAPI viability
> CCCCC(=O)NC(c1cccc([N+](=O)[O-])c1)c1ccc2cccnc2c1O (centres undefined)
  76.2*, -47.2*
> COc1cccc2sc(N3CCN(c4nc5ccccc5s4)CC3)nc12
  28.4, -8.0
> O=C(COC(=O)Cc1ccccc1F)NC(=O)NC1CCCC1
  13.0, 0.5
> O=C(Nc1nnc(-c2cc(Cl)ccc2Cl)o1)C1=COCCO1
  10.6, 2.4
> O=C(O)C1C2C=CC(O2)C1C(=O)NCCC1=CCCCC1 (centres undefined)
  -15.4, 7.6
> CSCCC(Nc1nc2ccccc2s1)C(=O)O (centres undefined)
  -1.9, 9.5

# Following part
# The line under a structure holds: H9c2 TAG inh, H9c2 TAG inh DAPI viability
> COc1ccc(C(C#N)N2N=C(C)CC2c2ccccc2)cc1OC (centres undefined)
  5.1, 4.3
> COc1ccc2c(Cl)c(-c3nnc(SCC(=O)c4ccccc4)n3C)sc2c1
  -130.1, 11.2
> CCC(=O)c1ccc(N2CCN(C(=O)Cc3ccccc3)CC2)c(F)c1
  -1.4, 1.0
> COc1ccc2c(c1)CCCC2=O
  -9.0, 4.7
> CCN1CCc2nc(N)oc2CC1
  -3.8, 11.1
> CSc1ncc(Cl)c(C(=O)Nc2ccccc2Br)n1
  -5.2, -2.6
> CC1CN(S(=O)(=O)c2ccc(C(=O)N3CCc4ccccc43)cc2)CC(C)O1 (centres undefined)
  -23.8, 0.9
> Cc1cc(/C=C(\C#N)C(=O)N2CCOCC2)c(C)n1C1CCCC1
  -13.9, 3.7
> O=C(C1CC1c1ccccc1)N1CCOCC1 (centres undefined)
  9.0, 8.7
> COc1ccc(CN2CCNC(=O)C2CC(=O)N(C)Cc2ccncn2)c(OC)c1 (centres undefined)
  10.4, -1.9
> CCOc1ccc(CC(=O)OCN2C(=O)c3ccccc3C2=O)cc1
  -5.8, 4.1
> NC(=O)CC(NC(=O)Cc1ccc(Cl)cc1)c1ccc(NCCN2CCOCC2)c([N+](=O)[O-])c1 (centres undefined)
  7.3, -4.7
> O=C(O)c1cc(NC(=O)c2ccc(Cl)c([N+](=O)[O-])c2)cc(C(=O)O)c1
  -8.2, -12.3
> O=C(Nc1ccc2c(c1)OCO2)C1CCN(Cc2cnn(-c3ccccc3)c2-n2cccc2)CC1
  -12.8, 7.3
> CCN(Cc1ccccc1)S(=O)(=O)c1ccc(C(=O)Nc2nnc(C3CC3)o2)cc1
  12.7, 0.1
> Cc1ccc2nc(-c3ccccc3)c(CC(=O)O)c(C(=O)O)c2c1
  4.1, -2.5
> Cc1ccc(C)c(NC(=S)N(Cc2cccc(Br)c2)CC2CCC(C(=O)O)CC2)c1 (centres undefined)
  1.8, 1.1
> CNC(=O)c1c(NC(=O)c2cccc(C)c2)sc2c1CCC2
  16.2, 7.7
> CN1/C(=C\C(=O)COC(=O)CN2C(=O)C3CC=CCC3C2=O)C(C)(C)c2ccccc21 (centres undefined)
  -26.4, 9.1
> O=C(Cc1cccs1)N/N=C/C=C/c1ccccc1[N+](=O)[O-]
  -3.5, -1.6
> Nc1cccc(S(=O)(=O)NC2=NCCC2)c1
  -2.7, -4.0
> O=C(OCC(=O)N1CCN(C(=O)c2ccco2)CC1)c1ccc(Cl)cc1
  -4.9, -4.5
> Cc1ccc(NC(=S)NC(NC(=O)C(C)(C)C)C(Cl)(Cl)Cl)c(C)c1 (centres undefined)
  -1.7, 16.8
> O=C1c2ccsc2SCCN1Cc1ccccc1
  3.9, -0.3
> CCC1CCCCN1C(=O)COC(=O)c1cc(Br)ccc1Cl (centres undefined)
  4.9, -6.2
> COC(=O)C[C@H]1C[C@H]2c3cc(NC(=O)CC4CC4)ccc3O[C@H]2[C@H](CO)O1
  8.1, -2.1
> Cc1ccc(C(=O)CSc2nc(C)cc(SCc3nnc(-c4ccccc4)o3)n2)cc1
  26.6, -3.9
> CCC(C)(C)NC(=O)Cc1ccc(C)cc1
  -2.7, 9.9
> Cc1cc(C)cc(OCCCn2ccnc2)c1
  -1.5, -8.7
> O=C(NC1CCCCC1)c1cc(C2CC2)on1
  -5.2, 8.7
> Cc1sc2nc3ccc(N4CCCC4)nn3c(=O)c2c1C
  -1.0, 8.9
> CC(=O)Nc1ccc(NC(=O)CSc2nnc(NC(=O)c3ccco3)s2)cc1
  -6.9, -0.3
> COc1cccc2sc(Nc3nc(-c4ccncc4)cs3)nc12
  57.5*, -12.8*

# Assay outcomes (PubChem)
